Assay outcomes deposited in PubChem by several laboratories.
STAT1 act: STAT1 signaling activators, primary screen, cell-based, HTS, luciferase reporter | activation (% of control), % at 5.5 µM | NIH 3T3 STAT1-luciferase reporter, IFN-gamma, luminescence; 100% = IFN-gamma alone, no compound | 200,000 tested, 2.6% active | AID 932, 2007;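 active = activation above the screen-wide mean activation plus 3 SD, cut at about 130% in these data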;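 also: raw ratio to IFN-gamma control signal so 100% means no change and 0% no light; values of inactives mirror those of a sister screen read the other way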
Hsp70 activator: Hsp70 transcriptional activators, primary screen, cell-based, HeLa, Hsp70 promoter luciferase, luminescence, 10 µM; 200,000 tested, 0.04% active; HeLa Hsp70 promoter luciferase reporter; scaled: vehicle 0, proteasome-inhibitor control 100%; activation, % at 10 µM;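 active = activation above the mean across all tested compounds plus 3 SD, cutoff set per campaign, cut at about 5.5% in these data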;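 also: 100% = MG132 at 30 µM as the positive control and 0% = DMSO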
HMGR II inh: inhibitors of E. faecalis class II HMGR, primary screen, biochemical, Enterococcus faecalis; HMG-CoA reductase (Enterococcus faecalis, mvaE); purified E. faecalis HMGR, NADPH absorbance 340 nm kinetic; inhibition, % at 10 µM; 190,000 tested, 0.41% active; AID 1066, 2008;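 active = inhibition above a set limit, the median over all tested compounds plus 3 SD, cut at about 9.5% in these data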;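 also: enzyme runs in reverse so mevalonate oxidation gives rising NADPH absorbance; 0% = complete reaction with DMSO and 100% = background rate lacking mevalonate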
G6PDH counter: L. mesenteroides G6PDH inhibitors, counter-screen for G6PDH-coupled screening assays, biochemical, Leuconostoc mesenteroides enzyme. glucose-6-phosphate dehydrogenase [Leuconostoc mesenteroides]. Purified L. mesenteroides G6PDH, diaphorase/resazurin coupled fluorescence, 45 min. inhibition, % at 5 µM. 200,000 tested, 0.12% active; in the data active = inhibition above about 50%
APP 5'UTR act: activators of APP 5'UTR luciferase reporter, primary screen, SH-SY5Y cells; 190,000 tested, 1% active; SH-SY5Y APP 5'UTR luciferase reporter, luminescence; zero percent = DMSO vehicle wells; activation, % at 2 µM; AID 1276, 2008;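 active = activation above a set limit, based on mean plus 3 SD of controls, cut at about 140% in these data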; also: values of inactives mirror those of a sister screen read the other way
NF-kB expr up: activators of NF-kB expression in neurons, primary screen, cell-based, HTS; 190,000 tested, 1.6% active; fold change at 12.5 µM; human neuronal cells, NF-kB reporter expression; active compounds read high; in the data active = fold change above about 3.3
FLuc inh counter: firefly luciferase enzyme inhibitors, primary screen, artefact control for luciferase-based inhibitor screens, biochemical, luminescence, ATPLite; 10 min; 200,000 tested, 1.5% active; Luciferin 4-monooxygenase (Photinus pyralis), P08659; inhibition, % at 10 µM;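 active = inhibition above about 50% when tested at 10 µM, limit read from the data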
Target sequence (P08659 whole entry, looked up): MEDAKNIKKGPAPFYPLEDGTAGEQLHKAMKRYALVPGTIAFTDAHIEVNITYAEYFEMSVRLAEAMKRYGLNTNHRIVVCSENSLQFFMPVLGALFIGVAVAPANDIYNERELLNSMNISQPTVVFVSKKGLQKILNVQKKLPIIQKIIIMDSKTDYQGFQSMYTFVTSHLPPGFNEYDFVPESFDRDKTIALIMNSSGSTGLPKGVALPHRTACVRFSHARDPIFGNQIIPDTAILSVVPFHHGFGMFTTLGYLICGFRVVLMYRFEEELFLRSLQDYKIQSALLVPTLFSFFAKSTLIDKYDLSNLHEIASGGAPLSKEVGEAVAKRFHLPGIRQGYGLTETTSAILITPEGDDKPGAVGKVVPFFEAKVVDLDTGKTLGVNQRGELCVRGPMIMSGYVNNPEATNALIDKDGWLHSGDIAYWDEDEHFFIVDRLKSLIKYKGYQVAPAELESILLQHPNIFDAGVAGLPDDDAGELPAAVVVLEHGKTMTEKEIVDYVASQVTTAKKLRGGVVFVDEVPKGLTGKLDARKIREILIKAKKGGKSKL
APP 5UTR inh: inhibitors of APP translation via 5'UTR reporter, primary screen, APP 5'UTR luciferase, SH-SY5Y cells. SH-SY5Y APP 5'UTR-luciferase reporter, luminescence. inhibition, % at 2 µM. 190,000 tested, 0.82% active;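 active = inhibition above a set limit, derived from the sample mean plus 3 SD, cut at about 45% in these data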; also: values of inactives mirror those of a sister screen read the other way
Redox H2O2 prof: compounds producing H2O2 with reducing agent – biochemical, NIH compound library profiling, artefact control for MLSCN library redox annotation, primary screen | AID 878, 2007 | DTT-dependent redox cycling H2O2, phenol red/HRP absorbance; 100% = 100 µM peroxide control, 0% = buffer | 200,000 tested, 0.03% active | activation, % at 10 µM;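 active = activation of at least 50% relative to the plate's high and low controls in the primary single-dose screen; inactive = activation below 50%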;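 also: compound incubated with DTT at 0.8 mM final as the reducing agent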
FLuc act counter: FLuc activators, initial screening, artefact control for FLuc-dependent activation tests, biochemical, ATPlite luminescence; Luciferin 4-monooxygenase (Photinus pyralis), P08659; ATPlite luciferase biochemical, 10 min; 0 = ATP-free wells, 1 = DMSO control; activation factor at 10 µM; 200,000 tested, under 10 active; AID 1027, 2008;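 active = luciferase activation factor, scaled between plate controls, of at least 2 with compound at 10 µM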
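test system = cell-free luciferase reagent | medium = PBS as buffer for the ATP substrate | dosing = test compounds dosed from 2 mM stocks in 100% DMSO | incubation = 10 min at ambient temperature | detection = luminescence measurement of luciferase light output | benchmarks = low control with PBS replacing ATP, high control enzyme plus ATP without compound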
Starred values were filed as active, the others as inactive; . = no result given.

SMILES	STAT1 act	Hsp70 activator	HMGR II inh	G6PDH counter	APP 5'UTR act	NF-kB expr up	FLuc inh counter	APP 5UTR inh	Redox H2O2 prof	FLuc act counter
CC(C)C(NC(=S)NCc1ccccc1)C(=O)O (centres undefined)	98	-0.3	2	-4	-7	1	0	7	-0.1	1
Cc1ccc(N(Cc2ccc([N+](=O)[O-])cc2)C(=O)c2ccco2)cc1C	98	-0.3	-2	10	4	1.1	-7	-4	-0.2	1.1
Cc1nn(Cc2ccc([N+](=O)[O-])cc2)c(=O)n1-c1cccc(F)c1	104	-0.1	-7	4	-2	1.3	-9	2	-3.5	1.1
O=C(CNC(=O)c1ccco1)N/N=C/c1ccc(O)c([N+](=O)[O-])c1	103	-0.2	-3	-1	5	1	-2	-5	0.2	1
CCC[C@@H](NS(=O)(=O)c1ccc(C)cc1)C(=O)Oc1ccc2c3c(c(=O)oc2c1)CCC3	102	-0.4	-6	-30	4	0.68	1	-4	0.4	1
C=CCSc1nnc(Cc2c(C)[nH]c3ccccc23)o1	93	-0.2	-6	9	-13	1.5	-6	13	-0.6	1.1
CCOC(=O)Cn1nc(-c2ccc(C)cc2)c2ccccc2c1=O	107	-0.4	0	10	-11	1.1	-9	11	-0.6	1.1
O=C(CCCc1nc2ccccc2s1)NCc1cccnc1	96	0.1	-6	4	-14	0.85	-5	14	-0.7	1.1
C/C(CC(=O)NC12CC3CC(CC(C3)C1)C2)=N\NC(=O)c1cnccn1	100	-0.1	3	-2	8	1.1	0	-8	-0.2	1
Cc1ccc(C(=O)OCC(=O)c2ccc[nH]2)s1	124	0.0	3	0	5	1.7	14	-5	-0.6	0.9
CCOc1ccc(N2C(=O)CC(NCc3ccc(F)cc3)C2=O)cc1 (centres undefined)	100	-0.5	1	2	28	1.3	2	-28	-2.8	1
CC1CCCC(C)N1C(=O)CSc1nnc(C2CCCCC2)o1 (centres undefined)	104	-0.3	2	10	2	1.2	3	-2	-1.2	1
CCc1c(C)sc(NC(NC(C)=O)(C(=O)OC)C(F)(F)F)c1C#N (centres undefined)	96	-0.1	-4	3	3	1	-9	-3	-0.3	1.1
Cc1[nH]n(-c2ccccc2)c(=O)c1/C=N/NC(=O)COc1ccccc1[N+](=O)[O-]	92	-0.2	-4	-1	54	0.9	22	-54	0.5	0.8
Cc1ccc(NCc2nnc(SC(C)C(=O)N/N=C/c3ccc(C)o3)n2-c2ccccc2)cc1 (centres undefined)	86	-0.1	-6	6	-3	1.1	-8	3	-8.1	1.1
CC1CCN(S(=O)(=O)c2cn(CC(=O)N3CCN(C)CC3)c(=O)c3ccccc23)CC1	91	-0.2	3	16	-2	0.95	-5	2	4.0	1.1
O=C(NC1CCCCC1)C(c1ccccc1)N1CCc2ccccc21 (centres undefined)	99	-0.2	0	17	-3	0.96	-6	3	-0.7	1.1
O=C(NCCN1C(=O)S/C(=C\c2ccccc2)C1=O)c1cc(S(=O)(=O)N2CCOCC2)c(Cl)cc1Cl	100	-0.4	4	-14	-6	0.83	-5	6	0.7	1.1
Nc1nc(SCc2ccccc2Cl)nc2nc3c(cc12)CCCC3	101	0.1	-3	2	4	1.1	-2	-4	-3.5	1
CCOCCCNC(=O)c1ccc2c(c1)N=C(CC)c1cc(Br)ccc1S2	117	1.1	-2	6	-94	3	-3	94*	-0.7	1
NS(=O)(=O)c1ccc(-c2ccc(C=NC3CCS(=O)(=O)C3)o2)cc1 (centres undefined)	96	0.7	-5	5	-2	1.1	-10	2	-0.7	1.1
Cc1ccnc(NS(=O)(=O)c2ccc(N3C(=O)c4c(Cl)c(Cl)c(Cl)c(Cl)c4C3=O)cc2)n1	100	-0.3	-4	0	12	1.4	-5	-12	-0.8	1
COc1ccc(C)cc1NC(=O)CSc1nnc(CC(=O)Nc2ccccc2F)n1C	92	0.2	4	4	9	0.92	-8	-9	0.8	1.1
CCCCCCc1cc2cc(C(=O)Nc3ccccc3)c(=O)oc2cc1O	100	-0.1	-2	-8	-15	0.93	0	15	-0.5	1
CCCN1CCN(CCCNC(=O)Cn2nc(-c3ccc(Cl)cc3)ccc2=O)CC1	104	-0.3	-4	8	-4	0.95	-7	4	-3.1	1.1
Cc1ccc(C(=O)NC(C#N)=C(Cl)Cl)cc1	127	1.6	3	7	-58	0.69	1	58*	0.0	1
CC(=O)Nc1ccc(OCC(O)Cn2ccnc2)cc1 (centres undefined)	97	0.4	1	6	21	0.96	-3	-21	-0.8	1
CC(C)CCN1C(=O)c2ccc(C(=O)NCC3CCCO3)cc2C1=O (centres undefined)	99	-0.2	0	5	-19	0.98	-2	20	0.4	1
OCCOc1cccc(CN2CCC(CO)(CCOc3ccccc3)CC2)c1	96	-0.1	-11	14	-5	1	-2	5	-0.9	1
COc1ccc2[nH]c3c(=O)n(N)c(C)nc3c2c1	106	-0.1	-4	-6	9	1.6	2	-9	0.3	1
CCCc1cc(=O)[nH]c(SCC(=O)OCc2ccccc2)n1	106	0.3	1	5	-2	0.91	-4	2	0.2	1
CC(C)C(NS(=O)(=O)c1cc(C(=O)O)ccc1Cl)C(=O)O (centres undefined)	103	-0.4	-3	1	0	1.2	-1	0	-0.7	1
O=C(Nc1cccnc1)Nc1ccc(Cl)cc1Cl	109	0.3	-1	-6	27	1.6	-3	-27	0.1	1
CC1CCN(c2ncnc3nc[nH]c23)CC1	99	-0.2	-4	6	-7	1.1	-6	7	-3.3	1.1
CCOc1ccc(S(=O)(=O)N(C)c2ccc(OCC(=O)NC3=NCCS3)cc2)cc1	101	0.3	4	10	-9	1	-4	9	-0.5	1
COc1ccccc1OCC(=O)Nc1nc(-c2ccc(S(=O)(=O)N3CCOCC3)cc2)cs1	106	-0.2	0	.	10	0.46	.	-10	0.8	.
O=C(CSc1nnc2scc(-c3ccccc3)n12)Nc1ccc2c(c1)OCCO2	94	0.0	0	3	17	1	-5	-17	-0.1	1.1
O=S(=O)(Nc1ccc(Cl)nn1)c1ccccc1	108	0.0	-12	2	3	0.84	-3	-3	-0.8	1
Cc1ccnc(N2CCCC(C(=O)NCc3cccs3)C2)n1 (centres undefined)	103	0.7	0	-4	3	1.1	2	-3	0.6	1
Cn1cnnc1Sc1cc(N2CCN(S(=O)(=O)c3ccc4ccccc4c3)CC2)ccc1[N+](=O)[O-]	104	-0.3	0	-14	-12	1.1	-4	12	0.9	1

APP 5UTR inh: hit marks shown above.
| Molecule | STAT1 act | Hsp70 activator | HMGR II inh | APP 5'UTR act | NF-kB expr up | APP 5UTR inh | Redox H2O2 prof |
| --- | --- | --- | --- | --- | --- | --- | --- |
| CCOCCCNC(=O)c1ccc2c(c1)N=C(CC)c1cc(Br)ccc1S2 | 117 | 1.1 | -2 | -94 | 3 | 94* | -0.7 |
| Cc1ccc(C(=O)NC(C#N)=C(Cl)Cl)cc1 | 127 | 1.6 | 3 | -58 | 0.69 | 58* | 0.0 |

New compounds follow.
SMILES	STAT1 act	Hsp70 activator	HMGR II inh	G6PDH counter	APP 5'UTR act	NF-kB expr up	FLuc inh counter	APP 5UTR inh	Redox H2O2 prof	FLuc act counter
Clc1nc(-c2ccccc2)cc(-c2ccccc2)n1	92	-0.4	-6	10	-15	1.6	-2	15	-0.1	1
Cc1ccc(C)n1CCN1CCN(C(=O)CSc2nc3ccccc3nc2N2CCOCC2)CC1	90	-0.4	-7	-1	-5	0.74	-5	4	1.4	1.1
COc1ccccc1N1CCN(C(=O)CSc2nc3ncnc(N)c3[nH]2)CC1	102	0.1	-6	0	9	0.99	-7	-9	-0.9	1.1
CC(=O)Nc1cc(C(=O)OCC(=O)c2ccc(Cl)cc2Cl)ccc1C	94	0.2	2	-3	-5	0.91	32	5	-4.8	0.7
COc1cc(C)c(-c2cc(C(=O)O)c(C)o2)cc1C(C)C	99	-0.4	-1	22	4	1.2	-4	-4	2.4	1
CCCCNC(=O)COC(=O)CCC(=O)c1ccc(F)cc1	106	-0.5	-2	0	-14	1.2	-10	14	-0.2	1.1
Cc1cc(/C=C2/SC(=S)N(c3cccc(Cl)c3)C2=O)c(C)n1-c1cccnc1	86	0.1	.	.	-6	.	.	6	1.5	.
CC1=C(C(=O)N2CCOCC2)C(c2c(F)cccc2F)NC(=O)N1 (centres undefined)	97	-0.3	-12	4	14	1	-3	-14	-1.4	1
COc1ccc(N2C(=O)CCC(C(=O)NCc3ccccn3)C2c2ccc(OC)c(OC)c2)cc1 (centres undefined)	103	-0.2	-4	-6	11	1	0	-11	0.1	1
Cc1[nH]n(C(N)=S)c(=O)c1N=Nc1cc(-c2ccc(Br)cc2)[nH]n1	106	-0.2	-2	-9	3	1.1	56*	-3	-2.3	0.4
CCOC(=O)c1c(N)c(C#N)c2n1CCCC2	106	0.0	-1	12	7	0.96	-4	-7	0.2	1
CCOC(=O)c1cnn(-c2ccc(C)cc2)c1N	111	-0.2	-3	1	29	1.9	6	-29	1.0	0.9
COC(=O)c1sccc1NC(=O)CSc1ccccc1NS(=O)(=O)c1ccc(Br)cc1	99	-0.1	-5	-28	.	0.87	-4	.	2.6	1
Cc1ccc(CN(C(=O)Cn2nnc3ccccc32)C(C(=O)NCc2ccco2)c2cccs2)cc1 (centres undefined)	98	0.0	0	2	7	0.69	-4	-7	1.3	1
CC(=O)c1cccc(NC(=O)COc2ccccc2C(=O)c2cc(C#N)c(=O)n(C3CCCCC3)c2)c1	97	-0.3	2	-1	-7	0.68	-7	7	-0.1	1.1
CCNc1nnc(-c2ccncc2)s1	90	-0.2	1	4	17	1.1	1	-17	-5.0	1
CN(CC(=O)N1CCc2ccccc21)S(=O)(=O)c1cccc2cccnc12	98	0.2	-8	10	-14	1.4	-5	14	-3.2	1.1
CC(=O)Oc1ccc(C(=O)OCC(=O)c2c(N)n(C)c(=O)n(C)c2=O)cc1OC(C)=O	97	-0.3	-8	14	-23	0.98	-3	23	-1.6	1
CC(=O)Nc1ccc(NS(=O)(=O)c2ccc3ccccc3c2)cc1	92	-0.4	-3	1	.	1	-4	.	-0.3	1
COc1ccc2[nH]c3c(=O)n(Cc4ccc(C(=O)NCC5CCCO5)cc4)c(=S)[nH]c3c2c1 (centres undefined)	116	0.0	-1	-4	21	1.3	-1	-21	-0.7	1
Cc1ccc(C)c(NC(=O)COC(=O)CCC(=O)c2cccs2)c1	99	0.5	1	4	17	1.1	-7	-17	-2.0	1.1
CC(=O)Nc1ccc(Oc2nc(C)cc(C)n2)cc1	101	-0.1	2	9	-12	1	6	12	0.7	0.9
COc1cc(/C=C/C(=O)OCC(=O)NC(=O)NC(C)(C)C)ccc1OCC#N	109	-0.1	-1	-7	-9	1	0	9	-0.3	1
COc1cc(N=CC2=C(O)c3ccccc3C2=O)cc(OC)c1	148*	-0.3	-1	-9	25	1.3	-2	-25	1.3	1
